Compound activity deposited in PubChem BioAssay by Johns Hopkins Ion Channel Center.
RGS4 block = inhibitors of human RGS4 | P49798 | HEK293 M3R/RGS4 inducible, Fluo-4 calcium flux; hits give high values; triggered by carbachol at its EC20 | B-score at 10 µM | actives 0.45% (n = 310,000) | AID 463165;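 active = B-score, a plate-corrected calcium signal, over three deviations above library mean, with baseline fluorescence within five deviations of library mean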;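 note: RGS4 expression induced by doxycycline in cells with stable M3 receptor; B-score is computed from the integrated fluorescence ratio over baseline after carbachol; higher B-score means a larger calcium signal and so more RGS4 inhibition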
Target sequence (P49798 whole entry, looked up): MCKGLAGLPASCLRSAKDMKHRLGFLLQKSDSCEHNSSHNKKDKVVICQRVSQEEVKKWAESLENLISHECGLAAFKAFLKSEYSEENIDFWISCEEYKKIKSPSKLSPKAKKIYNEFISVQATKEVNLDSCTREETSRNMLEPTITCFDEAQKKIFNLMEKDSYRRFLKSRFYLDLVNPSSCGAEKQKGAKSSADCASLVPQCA
KCNQ1 block = human KCNQ1 channel inhibition. AID 2642. B-score at 10 µM. CHO-K1 KCNQ1, FluxOR thallium flux fluorescence; hits give high values. actives 1.3% (n = 310,000);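 active = compounds whose thallium flux B-score, printed positive for inhibition, exceeds three library SD while starting fluorescence stays within three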;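 note: channel opened by potassium depolarization with thallium stimulus after 20 min compound exposure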
TMEM16A inh = blocks the mouse calcium-activated chloride channel TMEM16A. Q8BHY3. HEK293 TMEM16A/YFP iodide influx fluorescence, ionomycin. normalized B-score (activity score, 25-100; higher = stronger inhibition) at 10 µM. actives 1.2% (n = 310,000);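 active = ratio plate-corrected score three or more library SD toward inhibition, starting fluorescence score within five deviations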;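 note: score derived from kinetic fluorescence span divided by baseline fluorescence per well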
hERG protect = compounds protecting human hERG from proarrhythmic drug block; Q12809; CHO-hERG, FluxOR thallium flux, dofetilide IC70 present; activation (rescue from dofetilide block), less the hit threshold, % at 10 µM; actives 0.51% (n = 310,000); AID 1511;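 active = activation above the mean of controls blocked by dofetilide plus 5 SD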;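 note: thallium influx through hERG after potassium depolarization seen as dye fluorescence rise; in these data hits start at about 4.7%; inactives centre near -7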
KCNK3 block = human KCNK3 channel inhibition, primary screen; AID 602410; B-score at 10 µM; actives 0.84% (n = 340,000); O14649; CHO-KCNK3 thallium flux, FluxOR fluorescence; hits give low values;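 active = B-score under library mean minus 4 SD, starting fluorescence ratio at most library mean plus 5 SD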;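 note: more negative B-score means stronger inhibition of thallium flux through KCNK3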
Target sequence (O14649 whole entry, looked up): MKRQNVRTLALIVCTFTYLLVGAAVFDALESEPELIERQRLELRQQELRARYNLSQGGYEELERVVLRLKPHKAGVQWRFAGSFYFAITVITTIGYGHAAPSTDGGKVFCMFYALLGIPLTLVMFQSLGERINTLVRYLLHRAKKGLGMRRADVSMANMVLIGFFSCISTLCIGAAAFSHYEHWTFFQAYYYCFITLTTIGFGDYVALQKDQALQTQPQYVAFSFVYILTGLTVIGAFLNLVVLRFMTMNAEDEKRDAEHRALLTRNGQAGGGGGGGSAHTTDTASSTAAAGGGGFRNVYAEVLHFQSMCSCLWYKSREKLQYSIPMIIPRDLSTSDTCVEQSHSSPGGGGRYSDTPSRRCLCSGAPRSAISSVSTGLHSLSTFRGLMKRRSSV
MrgX1 ag = human MrgX1 receptor agonism, primary screen | Q96LB2 | MrgX1-HEK293 cells, Fluo-4 calcium fluorescence, agonist mode; hits give high values | B-score at 10 µM | actives 0.44% (n = 310,000);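 active = calcium response B-score plate-corrected fluorescence ratio at least 3 library SD, with starting fluorescence B-score inside 5 SD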
Target sequence (Q96LB2 whole entry, looked up): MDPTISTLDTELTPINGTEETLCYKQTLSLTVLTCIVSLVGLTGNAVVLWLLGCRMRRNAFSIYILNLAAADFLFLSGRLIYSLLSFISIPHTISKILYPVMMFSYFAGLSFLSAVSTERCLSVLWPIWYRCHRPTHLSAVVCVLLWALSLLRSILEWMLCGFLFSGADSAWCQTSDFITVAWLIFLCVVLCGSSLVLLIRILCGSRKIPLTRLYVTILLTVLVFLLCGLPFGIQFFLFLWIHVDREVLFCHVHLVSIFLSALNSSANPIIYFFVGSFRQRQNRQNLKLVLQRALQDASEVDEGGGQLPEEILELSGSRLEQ
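Test system: Stable human MrgX1 HEK293 cell line | Schedule: Overnight plating before 1 h dye loading | Read-out basis: Baseline-normalised fluorescence change ratio, B-scored | Detection: Kinetic calcium dye fluorescence, Fluo-4 NW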
RGS4 pot = potentiators or activators of RGS4. HEK293 M3R/inducible RGS4, carbachol calcium flux Fluo4; hits give low values. actives 0.92% (n = 310,000). AID 463111. B-score at 10 µM;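 active = B-score of the integrated calcium signal more than 4 SD below the library mean, with starting fluorescence not abnormally high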;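 note: negative B-score means reduced calcium response which marks RGS4 activation or potentiation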
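System – HEK293 FlpIn-TREx cells, stable M3R, doxycycline-inducible RGS4 · Reagent – ECmax carbachol challenge · Times – compound preincubation 20 min at room temperature before agonist · Technique – Fluo4 fluorescence kinetic imaging of calcium · Measure – B score of integrated Fluo4 ratio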
MrgX1 PAM = allosterically activates human MrgX1 receptor signaling | Q96LB2 | MrgX1-HEK293, Fluo-4 calcium flux, FDSS; hits give high values | B-score at 10 µM | actives 0.63% (n = 310,000) | AID 588675;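 active = plate-corrected calcium response at least 3 library SD above typical, normal starting fluorescence, not activating the receptor alone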;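 note: compound read alongside a low EC10 to EC30 dose of BAM8-22 agonist; peak minus trough fluorescence over baseline measured at the second addition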
TMEM16A act = activators or potentiators of mouse TMEM16A chloride channel; Q8BHY3; HEK293 TMEM16A/YFP-H148Q/I152L, iodide quench fluorescence; hits give low values; B-score at 10 µM; actives 0.3% (n = 340,000);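 active = fluorescence-ratio B-score plate-corrected deviation score at least 3 library SD below zero, with starting fluorescence score within 5 deviations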;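 note: channel opened by trigger with iodide after compound preincubation; score built on the fluorescence ratio of max minus min over baseline; more negative score means more quench and so TMEM16A activation or potentiation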
KCNK9 inh = blocks the human KCNK9 two-pore domain potassium channel; B-score at 10 µM; HEK293 KCNK9, FluxOR thallium flux fluorescence; hits give low values; actives 1.2% (n = 310,000);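 active = ratio B-score over 3 SD below the library mean, with starting fluorescence within 5 SD of its mean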;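 note: negative B-score means less thallium flux so channel inhibition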
KCNQ1 act = human KCNQ1 channel potentiation or activation; CHO-K1 KCNQ1, thallium flux FluxOR fluorescence; hits give high values; B-score at 10 µM; actives 0.35% (n = 310,000);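 active = fluorescence ratio B-score, a plate-corrected score, at least three library SD, with initial intensity B-score within 5 SD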
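assay system = KCNQ1-transfected CHO-K1 cells | medium = assay buffer with matched DMSO | probe or stimulus = depolarizing K+/Tl+ stimulus, K2SO4 and Tl2SO4 each 12.5 mM in 5x stock | dosing = single dose | incubation = dye 90 min, compound 20 min, room temperature | detection = kinetic FluxOR fluorescence, 10 s baseline plus 110 s post-stimulus | evaluation = ratio B score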
Active calls of the source: *; i = inactive; . = not tested or not shown.

SMILES	RGS4 block	KCNQ1 block	TMEM16A inh	hERG protect	KCNK3 block	MrgX1 ag	RGS4 pot	MrgX1 PAM	TMEM16A act	KCNK9 inh	KCNQ1 act
O=C(COC(=O)c1ccc2c(c1)OCO2)Nc1ncc(Cl)cc1Cl	i	i	i	-6	i	i	i	i	i	i	i
COc1cccc(Nc2nc(N)nc(C(F)(F)F)n2)c1	i	i	i	-16	i	i	i	i	i	i	i
O=C(c1cc(Cl)nc2ccccc12)N(Cc1nnc(-c2ccc(Cl)cc2)o1)C1CC1	i	i	i	-10	i	i	i	i	i	i	i
COc1ccc(-n2nnc3c(SC(C(C)=O)C(=O)N(C)C)ncnc32)cc1 (stereo not drawn)	i	i	i	-8	i	i	i	i	i	i	i
O=[N+]([O-])c1ccc(/C=N\N2CCN(c3ccc(Cl)cc3)CC2)cc1	i	i	i	-3	i	i	i	i	i	i	i
CC(C)(C)c1ccc(C(=O)O)c(C(=O)c2ccc(C(=O)O)cc2)c1	i	i	i	-11	i	i	i	i	i	i	i
Cc1cc(N2CCOCC2)nc(NCc2ccccc2)n1	i	i	i	-10	i	66*	i	i	i	i	i
CCS(=O)(=O)N1N=C(c2cccs2)CC1c1cc2cc(C)ccc2nc1Cl (stereo not drawn)	i	i	i	-12	i	i	i	i	i	i	i
O=S(=O)(c1ccccc1)N(CC(O)CN1CCOCC1)c1ccccc1 (stereo not drawn)	i	i	i	-7	i	i	i	i	i	i	i
CCc1noc(C)c1C(=O)NC1CC(C)(C)Cc2c1cnn2-c1ccccc1 (stereo not drawn)	i	i	i	-8	i	i	i	i	i	i	i
Cc1nn(CCO)c2ncc(C(=O)c3cc(Cl)ccc3O)cc12	i	i	i	-8	i	i	i	i	i	i	i
CCS(=O)(=O)c1ccc(NC(=O)c2ccccc2Cl)c(O)c1	i	i	i	-5	i	i	i	i	i	i	i
O=C(c1cc2cc(Cl)cc(Cl)c2oc1=O)N1CCOCC1	i	i	i	-12	i	i	i	i	i	i	i
Cc1ccc(NC(=O)CN(C)CC(=O)Nc2ccccc2-c2ccccc2)cc1	i	i	i	-11	i	i	i	i	i	i	i
O=C(CCCN1C(=O)/C(=C/c2ccccc2Cl)SC1=S)Nc1ccccn1	i	i	i	-7	i	i	i	i	i	i	i
COc1ccc(NC(=O)Cn2nc([N+](=O)[O-])c(Cl)c2C)cc1OC	i	i	i	-12	i	i	i	i	i	i	i
COc1ccccc1NC(=O)COC(=O)/C=C/c1ccc2c(c1)OCO2	i	i	i	-4	i	i	i	i	i	i	i
Cc1cccc(N2C(=O)CC(N3CCOCC3)C2=O)c1 (stereo not drawn)	i	i	i	-6	i	i	i	i	i	i	i
CC(C)c1ccc2oc(=O)cc(CN3CCN(c4ccccc4)CC3)c2c1	i	i	i	-10	i	i	i	i	i	i	i
N=c1n(CCO)c2ccccc2n1CCOc1ccccc1	i	i	i	-4	i	i	i	i	i	i	i
CC(C)C(=O)Nc1cc(C(F)(F)F)ccc1N1CCOCC1	i	i	i	-2	i	i	i	i	i	i	i
Cc1ccccc1NC(=O)C1CCCN1C(=O)NC1CCCCC1 (stereo not drawn)	i	i	i	-5	i	i	i	i	.	i	i
COc1ccc(-c2nc(C3CCCCC3)no2)cc1OC	i	i	i	-7	i	i	i	i	i	i	i
CCCCCC(=O)NNC(=O)c1ccc(F)cc1	i	i	i	-8	i	i	i	i	i	i	i
O=C(CCNS(=O)(=O)c1ccccc1C(F)(F)F)NCc1ccc2c(c1)OCO2	i	i	i	-4	i	i	i	i	i	i	i
(next part)
SMILES	RGS4 block	KCNQ1 block	TMEM16A inh	hERG protect	KCNK3 block	MrgX1 ag	RGS4 pot	MrgX1 PAM	TMEM16A act	KCNK9 inh	KCNQ1 act
COC(=O)[C@@H]1C[C@@]2(Br)c3ccccc3N(S(=O)(=O)c3ccccc3)[C@H]2N1C(=O)OC	i	i	i	-9	i	i	i	i	i	i	i
CCOc1cc(C2/C(=C(/O)c3ccc(S(=O)(=O)N4CCCCC4)cc3)C(=O)C(=O)N2CCOC)ccc1O (stereo not drawn)	i	i	i	-6	i	i	i	i	i	i	i
O=[N+]([O-])c1cccc(-c2ccc(/C=N/NC(=S)NCc3ccco3)o2)c1	i	i	i	-10	i	i	i	i	i	i	i
CC(=O)c1ccc(N2CCN(C(=O)Cn3c(=S)[nH]c4ncccc4c3=O)CC2)cc1	i	i	i	-8	.	i	i	i	.	i	i
Cc1ccc(C)c(OCCn2cc(/C=C(\C#N)C(=O)NCc3cccs3)c3ccccc32)c1	i	i	i	-18	i	i	i	i	i	i	i
COC(=O)C1C/C(=N\NS(=O)(=O)c2ccc(C)cc2)c2ccccc2C1 (stereo not drawn)	i	i	i	-11	i	i	i	i	i	i	i
COC(=O)C1[C@H]2SC(C)(C)C(C(=O)OC)N2C(=O)N1Cc1nc2ccccc2s1 (stereo partly drawn)	i	i	i	-8	i	i	i	i	i	i	i
O=c1ccc(-c2nc3ccccc3n2Cc2ccc(Cl)cc2)c[nH]1	i	i	i	-12	i	i	i	i	i	i	10*
COc1cc(OC)c(C2=NOC(C(=O)Nc3ccc4c(c3)OCO4)C2)cc1Cl (stereo not drawn)	i	i	i	3	i	i	i	i	i	i	i
COc1ccccc1/C=C\C=N\NC(=O)c1ccco1	i	i	i	-17	i	i	i	i	i	i	i
Cn1cc(C(=O)NS(=O)(=O)Nc2ccc(Br)cn2)c2ccccc21	i	i	i	-9	i	i	i	i	i	i	i
CC(CC(=O)NCc1cccnc1)c1ccccc1 (stereo not drawn)	i	i	i	-6	i	i	i	i	i	i	i
CCCCN(C(=O)CSCC(=O)Nc1cccc(C)c1)c1c(N)n(Cc2ccccc2)c(=O)[nH]c1=O	i	i	i	-11	i	i	i	i	i	i	i
COC(=O)C1(CCSC)NC(c2ccc(O)cc2)C2C(=O)N(c3ccc(F)cc3)C(=O)C21 (stereo not drawn)	i	i	i	-9	i	i	i	i	i	i	i
COc1ccccc1CN(C(=O)Cc1cccs1)C(C(=O)NC1CCCC1)c1ccncc1 (stereo not drawn)	i	i	i	-1	i	i	i	i	i	i	i
COc1ccc(/C=C/C(=O)Nc2ccc(C)cc2)cc1S(=O)(=O)N1CCOCC1	i	i	i	-12	i	i	i	i	i	i	i
Cc1cccc(N2C(=O)C3C(c4ccccc4)OC4(C(=O)c5ccccc5C4=O)C3C2=O)c1 (stereo not drawn)	i	i	i	-4	i	i	i	i	i	i	i
CCOC(=O)N1CCN(C(=O)c2ccc3c(c2)N=C(CC)c2cc(C)ccc2S3)CC1	i	i	i	-7	i	i	i	i	i	i	i
Cc1ccc(C)c(N(CC(=O)NCc2ccco2)C(=O)CNS(=O)(=O)c2ccc(F)cc2)c1	i	i	i	-5	i	i	i	i	i	i	i
COc1ccc(Cl)cc1C(=O)NNC(=S)NC(=O)c1ccc(F)c(F)c1	i	i	i	-13	i	i	i	i	.	i	i
CC1(C)CC(=O)C2=C(C1)OC1=C(C(=O)CC(C)(C)C1)C2c1ccccc1	i	i	i	-4	i	i	i	i	i	i	i
CC(C)CN(C(=O)C(c1ccccc1)c1ccccc1)c1c(N)n(CC(C)C)c(=O)[nH]c1=O	i	i	i	-2	i	i	i	i	i	i	i
c1ccc(-c2nnc(-c3ccccn3)s2)nc1	i	i	i	-2	i	i	i	i	i	i	i
COC(=O)c1ccc2c(CCO)c[nH]c2c1	i	i	i	-6	i	i	i	i	i	i	i
COC(=O)c1cccc(C(=O)Nc2ccc(F)cc2)n1	i	i	i	-1	i	i	i	i	i	i	i
Remaining list, next part
SMILES	RGS4 block	KCNQ1 block	TMEM16A inh	hERG protect	KCNK3 block	MrgX1 ag	RGS4 pot	MrgX1 PAM	TMEM16A act	KCNK9 inh	KCNQ1 act
COc1cccc(CNC(=O)c2cc3c(cc2Cl)N2CCCCCC2=NS3(=O)=O)c1	i	i	i	-12	i	i	i	i	i	i	i
Nc1nc2ccc(S(=O)(=O)c3ccc4nc(N)sc4c3)cc2s1	6.3*	i	i	-2	i	i	i	i	i	i	i
COc1ccc(S(=O)(=O)N(CC(=O)Nc2cc(C)on2)Cc2ccccc2)cc1	i	i	i	-12	i	i	i	i	i	i	i
CC1CC(C)(C)NC(=S)N1CCC(=O)N1CCc2ccccc2C1 (stereo not drawn)	i	i	i	-15	i	i	i	i	i	i	i
CCSc1ncnc2sc3c(c12)CCC3	i	i	i	-8	i	i	i	i	i	i	i
CSCC[C@H](NC(=O)Nc1cccc(Br)c1)C(=O)O	i	i	i	-14	i	i	i	i	i	i	i
O=[N+]([O-])c1ccc(CN2CCCCCC2)s1	i	i	i	-8	i	i	i	i	i	i	i
COc1ccc(/C=N/NC(=O)CNC(=O)c2ccc3c(c2)OCCO3)cc1OC	i	i	i	-3	i	i	i	i	i	i	i
CC(C)N(CCC#N)C(=O)Nc1ccc2c(c1)CCO2	i	i	i	-4	i	i	i	i	i	i	i
Cc1ccccc1CN1CCNC(=O)C1CC(=O)O (stereo not drawn)	i	i	i	-9	i	i	i	i	i	i	i
CN(Cc1ccccc1)C(=O)CCC(=O)N(C)Cc1ccccc1	i	i	i	-4	i	i	i	i	i	i	i
CCS(=O)(=O)c1nc(S(=O)(=O)c2ccc(C)cc2)c(NCCCn2ccnc2)s1	i	i	i	-10	i	i	i	i	i	i	i
Cc1ccsc1-c1nc(CN2CCCC2c2ccc(F)cc2)c(C)o1 (stereo not drawn)	i	i	i	-8	i	i	i	i	i	i	i
CCN(C)c1ccc(/C=N\n2nnnc2N)cc1	i	i	i	-8	i	i	i	i	i	i	i
C/C(=N\n1c(C)nc2ccccc2c1=O)c1ccc(N)cc1	i	i	i	-11	i	i	i	i	i	i	i
